Assay outcomes from PubChem BioAssay.
SENP8 block-1: blocks human SENP8 cleavage of Nedd8 substrate; inhibition, % at 20 µM; recombinant SENP8, Nedd8 substrate fluorescence; AID 602440; Q96LD8; 360,000 compounds, 0.64% hits; in the data active means inhibition mostly above about 40%, no sharp cut-off; inactive means mostly below about 27%
Target sequence (Q96LD8 whole entry, looked up): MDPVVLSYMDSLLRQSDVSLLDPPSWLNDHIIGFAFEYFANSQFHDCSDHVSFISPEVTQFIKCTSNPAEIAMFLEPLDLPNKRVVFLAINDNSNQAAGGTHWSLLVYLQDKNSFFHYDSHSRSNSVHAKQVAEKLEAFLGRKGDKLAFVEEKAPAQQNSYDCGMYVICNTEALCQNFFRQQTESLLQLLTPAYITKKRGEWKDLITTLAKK
SENP8 block-2: blocks the human protease SENP8. 330,000 compounds, 1.2% hits. Q96LD8. purified SENP8, Z-RLRGG-aminoluciferin cleavage, luminescence. inhibition, % at 10 µM. AID 2540; in the data active means inhibition above about 50%
HKDC1 inh: blocks human hexokinase HKDC1 activity | 340,000 compounds, 0.16% hits | recombinant HKDC1, G6PDH/diaphorase resazurin coupled fluorescence | Q2TB90 | inhibition, % at 20 µM;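 active means inhibition above about 35% when tested at 20 µM, limit read from the data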;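 further: plate controls were DMSO wells with enzyme for no effect and DMSO wells lacking enzyme for full effect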
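Test system: HK5 enzyme. Quantity: 5 µg/mL HK5 final. Reagent: glucose and ATP substrates. Schedule: 90 min reaction incubation at room temperature, dark. Technique: resazurin-to-resorufin fluorescence via G6PDH and diaphorase coupling, 525/613 nm. Control set: DMSO wells with and without enzyme mix.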
SENP6 block: blocks the human protease SENP6 | 330,000 compounds, 1.8% hits | inhibition, % at 10 µM | Q9GZR1 | Recombinant SENP6 catalytic domain, aminoluciferin luminescence;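 active means inhibition above about 50% at the single tested dose, limit read from the data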;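 further: plate controls were DMSO wells with enzyme for no effect and DMSO wells lacking enzyme for full effect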
Target sequence (Q9GZR1 628-1112 limits assumed): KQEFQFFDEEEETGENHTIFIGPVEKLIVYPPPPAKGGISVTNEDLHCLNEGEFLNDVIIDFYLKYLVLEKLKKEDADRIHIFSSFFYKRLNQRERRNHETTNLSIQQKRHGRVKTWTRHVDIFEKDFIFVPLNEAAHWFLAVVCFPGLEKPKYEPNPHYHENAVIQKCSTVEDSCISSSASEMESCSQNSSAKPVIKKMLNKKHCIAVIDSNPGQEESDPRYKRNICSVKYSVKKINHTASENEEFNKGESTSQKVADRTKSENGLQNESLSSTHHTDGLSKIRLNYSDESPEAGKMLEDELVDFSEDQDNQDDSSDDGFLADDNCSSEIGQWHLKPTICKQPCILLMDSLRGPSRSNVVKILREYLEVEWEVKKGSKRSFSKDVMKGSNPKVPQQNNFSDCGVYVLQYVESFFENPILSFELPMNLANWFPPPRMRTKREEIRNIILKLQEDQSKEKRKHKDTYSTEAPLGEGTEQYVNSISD
PfGluPho inh: PfG6PD (Plasmodium falciparum) enzyme inhibition; PfGluPho enzyme, NADPH resazurin-diaphorase fluorescence; inhibition, % at 20 µM; 350,000 compounds, 0.78% hits;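 active means inhibition reaching at least a set limit at 20 µM in the primary screen, cut at about 59% in these data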;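 further: 0% = DMSO wells with substrate and 100% = DMSO wells lacking glucose-6-phosphate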
SENP7 block: SENP7 protease inhibition. Q9BQF6. recombinant SENP7, Z-RLRGG-aminoluciferin luminescence, 40 min. inhibition, % at 5 µM. 330,000 compounds, 1.5% hits;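 active means inhibition above about 50% at the single test dose, limit read from the data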;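 further: plate controls were DMSO with enzyme for no effect and no enzyme buffer wells for full effect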
SENP1 inh: SENP1 (human) catalytic domain inhibition; Q9P0U3; AID 624204; recombinant SENP1 catalytic domain, CyPet-SUMO1-YPet FRET cleavage; 360,000 compounds, 0.21% hits; inhibition, % at 10 µM;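 active means inhibition at least 30% at 10 µM, raw YFP signal under a set limit, fluorescence ratio 0.5 to 1.5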;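 further: 0% = enzyme with DMSO and 100% = no enzyme wells; some results filed as inactive read as strong as hits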
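Material: hSENP1 catalytic domain, recombinant; medium: Tris pH 8 with BME, BSA, NP40 and catalase; compound: single concentration of 10 µM compound, 0.5% DMSO final; technique: FRET read of cyan and yellow fluorescence; timing: 50 min enzyme reaction, room temperature, light-protected; reagent: SFCypet-SUMO1-SFYpet substrate at 25 nM; control set: no-enzyme low, enzyme-DMSO high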
MIN6 prolif: induces beta-cell replication in MIN6 cells | 330,000 compounds, 0.29% hits | MIN6 cells proliferation, ATPlite luminescence, 48 h; cells starved in 0.2% serum; 100% = growth in 10% serum | proliferation, % at 10 µM | AID 2380;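 active means compounds whose signal lies at least 3.5 SD above the mean of all wells on their plate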;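 further: 0% = DMSO-treated cells in low-serum medium and 100% = 10% serum control; some compounds called inactive have numbers as strong as hits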
UBC13 inh: human UBC13 polyubiquitination inhibition. P61088. UBC13 polyubiquitin chain formation, TR-FRET. inhibition, % at 20 µM. 330,000 compounds, 0.47% hits; in the data active means inhibition above about 45%, passing the limit was not always enough
Target sequence (P61088 whole entry, looked up): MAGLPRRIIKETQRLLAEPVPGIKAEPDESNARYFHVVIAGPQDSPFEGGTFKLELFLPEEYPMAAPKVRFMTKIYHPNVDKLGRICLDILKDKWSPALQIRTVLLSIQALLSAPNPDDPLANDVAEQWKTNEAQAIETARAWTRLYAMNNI
* hit, by the source's call; . = no result given.

SMILES,HKDC1 inh,UBC13 inh,SENP6 block,SENP8 block-1,SENP7 block,PfGluPho inh,MIN6 prolif,SENP1 inh,SENP8 block-2
Nc1cc(Cl)ccc1N1CCCCCC1,-1,7,0,8,-3,11,-2,2,2
COc1cc(S(=O)(=O)Nc2ccncc2)ccc1F,-10,2,-22,4,0,13,-4,-1,-2
O=C(COc1ncnc2sccc12)NC1CCCCC1,-5,3,-3,2,-2,11,3,-5,1
O=C(Cc1ccc2c(c1)OCCO2)Nc1cc(Cl)ccc1N1CCOCC1,-4,11,-18,1,1,8,-2,-2,8
CN1CCN(c2ccc(Cl)cc2NC(=O)CC2OC(=O)c3ccccc32)CC1 (stereo not drawn),-2,2,-8,1,-4,6,-2,-1,-3
CC(=O)N1CCc2cc(S(=O)(=O)NC(CC(C)C)C(=O)N3CCn4c3nc3ccccc34)ccc21 (stereo not drawn),8,9,3,12,7,-12,-1,-2,-4
COCCCNC(=S)N(CCO)Cc1cc2cc3c(cc2[nH]c1=O)OCCO3,-2,-2,7,-297,-5,10,-1,2,-3
COc1cc(C)c(S(=O)(=O)Nc2ccc(CC(=O)O)cc2)cc1C,-6,-2,-3,16,1,-31,-3,0,3
S=C(Nc1ccccc1)N1CCC(Cc2ccccc2)CC1,4,9,17,9,14,14,-5,0,6
O=C(NCC(=O)N(c1cccnc1)C(C(=O)NC1CCCCC1)c1ccccc1)c1ccco1 (stereo not drawn),7,-6,-20,6,-4,5,1,4,-7
CC(C)NC1(C#N)CCN(Cc2ccccc2)CC1,-10,.,.,8,.,-15,.,-1,.
CC(=O)c1cccc(NC(=O)c2ccccc2-c2ccccc2C(=O)O)c1,-6,0,-5,18,4,-6,-4,0,-6
CCC(=O)N1CCc2cc(S(=O)(=O)NCCCN(CC)Cc3ccccc3)ccc21,2,0,1,12,4,-24,-1,1,-5
O=C(COc1cc2oc(=O)c3c(c2cc1Cl)CCC3)NCCCN1CCCC1=O,12,-11,-4,-67,6,-3,1,-3,2
COc1ccccc1NC(=O)c1ccc(NC(=O)COC(=O)C2CC2C)cc1 (stereo not drawn),-8,7,15,3,5,-7,0,2,6
O=C(NCCCN1CCOCC1)c1ccc(CNS(=O)(=O)c2ccc(Br)cc2)cc1,2,10,7,11,-2,-10,0,2,1
COc1cc(C(=O)N2C[C@H]3CC[C@H]2C3)ccc1OC1CCN(C(C)=O)CC1,-6,7,15,5,1,9,-2,0,-3
CC(C)C[C@@H](CO)N1CCN(Cc2cccc(C#N)c2)CCC1=O,-6,-2,-5,3,0,-4,-1,1,1
Cc1cccc(N2CCN(c3ccc(N4C(=O)CCCC4=O)cc3[N+](=O)[O-])CC2)c1C,-4,15,-6,16,-1,6,-1,0,-4
O=C1NC(=O)C2(COC(c3cccc([N+](=O)[O-])c3)OC2)S1 (stereo not drawn),-13,2,-8,11,1,-7,3,3,-5
Cc1ccc(CNC(=O)C2CCN(S(=O)(=O)c3cccs3)CC2)o1,-1,4,2,13,-1,29,1,-83,7
O=C1CSC(=S)N1/N=C/c1ccc2c(c1)OCCO2,2,-5,-10,8,-4,-6,-1,-1,-3
CC(=O)c1ccc(OCC(=O)NCCC2=CCCCC2)cc1,-5,.,.,8,.,-21,.,-1,.
Cc1cccc(NC(=S)N/N=C/c2cccn2Cc2ccc(F)cc2)c1,-17,8,2,-26,5,6,-6,-5,2
Cc1ccc(S(=O)(=O)Nc2ccc(-c3nc4ccc(C)cc4s3)cc2)cc1,4,12,7,-408,-4,-9,0,-27,-5
Cc1ccc(NC(=O)CNC(=O)c2cccc(C)c2)nc1,-4,-2,-13,-8,-1,4,-2,-2,-4
CCCCN(CC)C(=O)CN(C)S(=O)(=O)c1cccc2nsnc12,3,0,-10,20,-5,-9,0,-1,-6
Cc1cc(O)c(C(=O)/C=C/c2ccccc2O)c(=O)o1,10,-3,2,3,-2,-1,-1,-23,0
C=CCN(CCNP(=O)(OCC)OCC)CP(=O)(OCC)OCC,-8,1,5,13,10,-21,-2,-2,3
C(#Cc1ccccc1)C[N+]1(CC#Cc2ccccc2)CCCC1,-8,1,-26,3,3,1,-5,3,-3
COc1ccc(N=C(N)N=C(N)N)c(OC)c1,-1,2,-5,12,-3,-18,0,1,1
O=C(CN1C(=O)c2ccccc2C1=O)NN1C(=O)c2ccccc2C1=O,9,14,-11,4,1,-18,3,3,1
Cc1c(NC(=O)Nc2cccc(C(F)(F)F)c2)c(=O)n(-c2ccccc2)n1C,-2,4,-9,2,1,7,-2,1,1
N#CCc1ccc(OC(=O)Nc2ccccc2)cc1,-4,-3,-8,14,8,15,-1,0,-2
CC(=O)OCC(=O)Nc1ccc(Br)c(C)c1,-1,-3,-8,16,5,-6,-3,2,6
COc1cccc(CNCc2cc(OC)cc(OC)c2)c1,-6,4,15,14,-4,1,0,-1,-8
CC(C)(C)NC(=O)C(c1ccccc1)N(Cc1ccco1)C(=O)c1csnn1 (stereo not drawn),-4,0,-13,11,-3,5,2,0,3
COc1ccc2oc(C(=O)N3CCN(S(=O)(=O)c4ccc(F)cc4)CC3)c(C)c2c1,1,15,16,-39,1,12,-1,-6,6
CCOC(=O)c1c(C)c(C(=O)N2CCN(c3ccccc3)CC2)c(C)n1C,-10,1,-8,7,5,-2,3,1,-9
N#CC1(NC(=O)CSc2nc3ccccc3o2)CCCCC1,0,12,-17,19,1,-9,-3,2,-10
CCOc1cc2nc(-c3ccc(OC)c(OC)c3)nc(N3CCOCC3)c2cc1OC,7,18,-5,.,2,0,-2,.,-2
Cc1ccc2c(C)c(C(=O)N3CCC(N4CCC(C(=O)NC5CC5)CC4)CC3)oc2c1,1,-16,-5,17,-3,-23,-3,-9,-4
O=C(O)CC1(CC(=O)Nc2ccc3c(c2)OCCCO3)CCCCC1,-6,-1,9,-2,-4,7,-2,0,6
O=C1CNC(=S)N1C1CCCCCC1,1,1,-5,8,8,8,-1,-2,1
O=S(=O)(NCc1ccccc1)c1ccc(S(=O)(=O)NCC2CCCO2)cc1 (stereo not drawn),-6,0,19,17,-1,-5,-1,-1,5

Reformatted: entries from further up.
Second line of a record: HKDC1 inh	UBC13 inh	SENP6 block	SENP8 block-1	SENP7 block	PfGluPho inh	MIN6 prolif	SENP1 inh	SENP8 block-2
N#CC1(NC(=O)CSc2nc3ccccc3o2)CCCCC1
  0	12	-17	19	1	-9	-3	2	-10
CCOc1cc2nc(-c3ccc(OC)c(OC)c3)nc(N3CCOCC3)c2cc1OC
  7	18	-5	.	2	0	-2	.	-2
Cc1ccc2c(C)c(C(=O)N3CCC(N4CCC(C(=O)NC5CC5)CC4)CC3)oc2c1
  1	-16	-5	17	-3	-23	-3	-9	-4
O=C(O)CC1(CC(=O)Nc2ccc3c(c2)OCCCO3)CCCCC1
  -6	-1	9	-2	-4	7	-2	0	6

Continued:
SMILES,HKDC1 inh,UBC13 inh,SENP6 block,SENP8 block-1,SENP7 block,PfGluPho inh,MIN6 prolif,SENP1 inh,SENP8 block-2
CCOP(=O)(OCC)c1nc(-c2ccc(Br)cc2)oc1N1CCCCC1,8,0,15,-274,2,16,-3,0,5
CC(=O)NC(Cc1cccc(F)c1)C(=O)NC1CCN(C(=O)Nc2ccc(C)cc2)CC1 (stereo not drawn),-3,2,24,10,2,-7,-3,-1,0
O=C(Nc1ccc2c(c1)OCCO2)C1CCN(c2cnccn2)CC1,-9,-6,-3,-282,4,-6,-2,-1,-4
COC(=O)c1ccc(-c2nc(-c3ccc(Br)o3)no2)cc1,-7,-12,0,10,52*,5,7,3,-5
CCc1ccc(CNc2ccc(N3CCN(C(C)=O)CC3)cc2)cc1,1,-8,-7,-106,14,13,0,1,39
COc1ccc(-c2sc3ccccc3c2/C=C/c2ccncc2)cc1,6,5,-3,-348,1,30,-6,-9,-5
CCOc1ccc(CCNC(=O)c2ccc3c(c2)NC(=O)C2CCCN32)cc1OCC (stereo not drawn),.,-12,21,.,3,.,-4,.,10
COc1ccc(-c2cc(CCCC(=O)NCc3ccccn3)no2)cc1,-2,-1,-12,2,-5,19,-3,1,-10
C=CS(=O)(=O)N(Cc1ccccc1Br)[C@H](CO)Cc1ccccc1,3,.,.,11,.,8,.,2,.
c1ccc(OCc2nn3c(-c4ccccn4)nnc3s2)cc1,-3,4,-22,1,-3,-8,-1,0,-10
COc1ccc(OC)c2sc(N3CCc4ccccc4C3)nc12,-1,11,9,-6,8,18,1,-1,-8
c1ccc(-c2csc3nnc(SCc4ccc5c(c4)OCCO5)n23)cc1,-8,8,-2,12,2,6,3,2,7
COc1ccc(/C=N/NC(=O)c2cccc(C(=O)N/N=C/c3ccc(OC)c(OC)c3)n2)cc1OC,-2,42,-18,-308,-2,-13,2,-17,-6
Brc1ccc(-c2nnc(SCCC3OCCCO3)o2)cc1,5,0,-9,18,-7,-14,-1,-2,-18
Cc1ccccc1Nc1ncnc(N)n1,0,1,3,16,2,-11,1,1,0
COc1cc2c(cc1OC)CN(C(=O)C1CCCN(C(=O)c3ccc(Cl)cc3)C1)CC2 (stereo not drawn),2,2,-27,-42,-5,-23,-3,0,-15
COc1ccc(S(=O)(=O)N2CCCCC2)cc1NC(=O)CSc1nccn1C,-6,2,13,8,4,11,2,1,7
COc1cccc(OCC(O)CNC(=O)c2oc3c(C)c(C)ccc3c2C)c1 (stereo not drawn),1,-7,96*,7,4,10,-4,-2,-7
CCC(=O)NC(c1ccccc1)c1nc2ccccc2[nH]1 (stereo not drawn),7,2,16,18,2,-3,1,2,2
O=C(O)C1Cn2c(nc3c(c2=O)C2(CCCC2)Cc2ccccc2-3)S1 (stereo not drawn),-13,15,24,-386,0,-47,-2,1,8
Cc1ccc(NC(=O)c2ccc(C#CC3(O)CCCCC3)cc2)cc1C,-10,1,-9,-2,-10,-3,-2,0,2
COc1cc(C(=O)O)nc2ccccc12,-2,0,10,23,-2,-7,3,2,-4
CCS(=O)(=O)N1CCCC(C(=O)NCc2ccc3c(c2)OCO3)C1 (stereo not drawn),-6,4,3,11,0,1,-3,2,12
CC(=O)C1=C(C)OC(N)=C(C#N)C1c1cccc([N+](=O)[O-])c1 (stereo not drawn),8,-10,-14,19,-8,-8,-3,1,-10
COc1cc2cc(C(=O)N/N=C/c3cccc(OC)c3OC)[nH]c2cc1OC,-2,-2,-20,-290,4,6,1,1,-9
Cn1c(=O)oc2cc(S(=O)(=O)NCCC(=O)N3CC=C(c4ccccc4)CC3)ccc21,-7,8,-26,14,-1,7,6,0,-12
CCCn1c(N)c(N(CCOC)C(=O)c2cccc(C(F)(F)F)c2)c(=O)[nH]c1=O,-6,3,-34,0,-3,-20,0,0,3
CN(C(=O)CN1C(=O)/C(=C/c2ccccc2F)SC1=S)C1CCS(=O)(=O)C1 (stereo not drawn),-8,-8,-8,16,3,25,-1,0,-3
Cc1ccc(NC(=O)CSCC(=O)N(C)CC(=O)Nc2ccccc2C(F)(F)F)cc1,-1,-4,-14,6,1,1,-3,-1,-3
